# FBW7 act = human FBW7 E3 ligase activation, primary screen. AlphaScreen FBW7–phospho-cyclin E peptide binding, activator screen. Q969H0. 650,000 compounds, 0.13% hits. normalized activity (activation), % at 26.1 µM. AID 1259310; in the data active = normalized activity above about 1.9%;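 also: purified mutant Fbw7 with reduced substrate affinity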
# MITF inh = blocks human microphthalmia-associated transcription factor; AlphaScreen MITF homodimerization, bead proximity signal; O75030; inhibition, % at 2.6 µM; AID 1259374; 650,000 compounds, 0.91% hits; in the data active = inhibition above about 50%;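 also: 0% = vehicle wells with protein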
# Target sequence (O75030 whole entry, looked up): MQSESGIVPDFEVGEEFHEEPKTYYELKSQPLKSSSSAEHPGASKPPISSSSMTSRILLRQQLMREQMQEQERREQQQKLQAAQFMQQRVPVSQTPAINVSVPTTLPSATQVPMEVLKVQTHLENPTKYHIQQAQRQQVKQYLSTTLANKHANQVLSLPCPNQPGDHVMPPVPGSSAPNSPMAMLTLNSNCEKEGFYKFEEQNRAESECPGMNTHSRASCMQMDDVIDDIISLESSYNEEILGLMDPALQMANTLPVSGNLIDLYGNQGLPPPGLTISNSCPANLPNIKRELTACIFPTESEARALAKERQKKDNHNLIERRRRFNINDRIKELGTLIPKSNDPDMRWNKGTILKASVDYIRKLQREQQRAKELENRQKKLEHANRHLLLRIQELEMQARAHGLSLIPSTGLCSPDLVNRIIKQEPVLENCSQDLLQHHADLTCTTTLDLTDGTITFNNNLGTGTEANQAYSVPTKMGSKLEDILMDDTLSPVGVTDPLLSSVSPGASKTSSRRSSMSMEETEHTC
# TEAD-YAP block = TEAD-YAP interaction inhibition; 640,000 compounds, 1.4% hits; HEK-TIYL cells, TEAD-Gal4/YAP UAS-luciferase luminescence; AID 1259422; inhibition, % at 9.12 µM; in the data active = inhibition above about 32%;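 also: 0% = median of test compound wells and 100% = reference inhibitor wells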
# GPR151 ag = activates the human receptor GPR151. activation, % at 11.2 µM. Q8TDV0. PathHunter beta-arrestin GPR151 cells, luminescence. 650,000 compounds, 1% hits; in the data active = activation above about 4.9%;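 also: 0% = median of compound wells and 100% = cells with positive control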
# Target sequence (Q8TDV0 whole entry, looked up): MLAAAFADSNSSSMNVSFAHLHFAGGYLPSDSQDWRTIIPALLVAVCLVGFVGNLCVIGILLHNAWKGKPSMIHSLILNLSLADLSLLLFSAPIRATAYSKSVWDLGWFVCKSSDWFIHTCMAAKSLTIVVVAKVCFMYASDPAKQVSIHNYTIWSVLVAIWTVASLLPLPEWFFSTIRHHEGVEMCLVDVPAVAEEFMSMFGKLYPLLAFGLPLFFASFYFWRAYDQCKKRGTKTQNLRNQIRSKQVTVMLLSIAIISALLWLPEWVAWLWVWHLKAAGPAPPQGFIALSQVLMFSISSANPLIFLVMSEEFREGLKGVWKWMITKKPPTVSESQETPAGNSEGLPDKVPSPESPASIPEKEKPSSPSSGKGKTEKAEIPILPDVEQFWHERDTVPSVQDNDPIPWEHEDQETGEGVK
# An asterisk follows results filed as active; & = joins results of further samples. Random draw from the library (roughly 3.5% active in at least one column).
SMILES,FBW7 act,MITF inh,TEAD-YAP block,GPR151 ag
CC(C)(C)c1ccc(-c2nnc(SCC(=O)NCC3CCCO3)n2-c2ccccc2)cc1 (configuration not stated),-0.1,7,13,0.1
N#CC1=C(N)Oc2nc(-c3ccccc3)[nH]c2C1c1cccnc1 (configuration not stated),0.4,12,11,0.2
Cn1c(=O)c2ncn(CC(=O)N/N=C/c3cccc(Br)c3)c2n(C)c1=O,-0.1,-10,-7,0.2
Cc1cc(C)c(S(=O)(=O)N(CC(=O)N2CCC(C(N)=O)CC2)C2CCCCC2)c(C)c1,0.0,0,8,-0.4
O=C(CC[C@H]1CN(Cc2cccc(Cl)c2)CC[C@H]1N1CCCC1)N1CCOCC1,0.6,2,-7,0.3
C[C@@H]1CN(Cc2ccc(C(=O)NC34CC5CC(CC(C5)C3)C4)c(=O)[nH]2)C[C@H](C)O1,-0.1,-4,-7,0.5
CC1CCN(C(=O)c2cccc(C(=O)N3CCC(C)CC3)c2)CC1,-0.1,-13,-3,-0.3
O=C(NC(=S)Nc1n[nH]c(=S)s1)C1CCCCC1,0.2,5,-12,-0.5
CCOc1cc(-c2noc(CCCC(=O)NCc3ccccc3)n2)ccc1OC,-0.1,-5,1,0.0
Cc1cc(NC2CCN(Cc3ccccc3)CC2)nc(N2CCN(Cc3ccc4c(c3)OCO4)CC2)n1,-0.2,4,13,1.6
COC(=O)c1c(NC(=O)c2ccc(OC)cc2)sc2c1CCN(Cc1ccccc1)C2,0.7,-1,0,0.1
COc1ccc(C(=O)N2CCC3(CC2)NC(=O)c2cccnc2N3C)cc1Cn1cccn1,0.3,15,-9,-1.0
COc1ccc(C2CC(C(F)(F)F)n3nc(CO)c(Cl)c3N2)cc1OC (configuration not stated),0.0,-2,-4,-0.2
COc1ccc(-c2cc(C(F)(F)F)n3nc(C(=O)Nc4cc(OC)cc([N+](=O)[O-])c4)c(Br)c3n2)cc1,-0.1,-4,-11,2.1
Cc1cccc2cc(CN(C(=O)CC(C)(C)C)C3CCCC3)c3nnnn3c12,-0.1,-7,2,0.9
COc1ccc2oc(=NCc3ccccc3)c(C(N)=O)cc2c1,-0.3,10,-19,-0.7
O=[N+]([O-])c1ccc(N2CCOCC2)cc1NN=C1CCCCC1,-0.1,13,3,-0.4
O=[N+]([O-])c1ccc(N2CCCC2)c(S(=O)(=O)N2CCOCC2)c1,-0.1,-3,5,-0.1
CCN(CC)CCc1nc(-c2ccccc2)no1,0.0&0.0,18&26,-7,1.2&0.0
CCOc1ccccc1NS(=O)(=O)c1ccc(Cl)c(OC)c1,-0.1,17,-1,-2.2
CN1C(=O)c2c(sc3c2CCCC3)NC1c1ccc([N+](=O)[O-])cc1 (configuration not stated),-0.1,-4,-6,0.4
O=C(NCCN1C(=O)C2C3C=CC(C3)C2C1=O)N1CCCCC1 (configuration not stated),0.1,22,-3,-1.9
Nc1nc2nc(-c3ccccc3)cc(C(F)(F)F)c2s1,0.1,12,-3,0.9
CC1=NN(C(=O)C2c3ccccc3Oc3ccccc32)C(O)(C(F)(F)F)C1 (configuration not stated),-0.2,-6,-1,1.0
COc1ccc(NS(=O)(=O)c2ccc(C)c(C)c2)cc1N1CCCC1=O,0.7,15,8,-1.4
CCc1ccc(C2=CC(c3ccc(SC)cc3)n3nnnc3N2)cc1 (configuration not stated),0.1,15,-2,-0.3
COc1ccc(Cn2nnnc2C(c2cccs2)N2CCCC(C)C2)cc1 (configuration not stated),0.9,-1,1,0.1
O=C(Nc1ccc(S(=O)(=O)NCc2ccccc2)cc1)C1CCCCC1,-0.1,0,-3,-0.1
O=C(Nc1ccccc1O)c1ccc(C(=O)c2ccccc2)cc1,1.3,18,-127,-2.5
CCOc1ccc(S(=O)(=O)Nc2cccc(OC)c2)cc1,-0.1,-5,8,1.7
CC(C)(C)Nc1c(-c2ccc(O)c(O)c2)nc2cnccn12,0.1,9,-5,1.0
COc1ccc(CCNC(=S)Nc2ccccc2C)cc1OC,-0.1,2,1,-0.3
O=C1Nc2ccccc2/C1=C\c1cnc(N2CCN(c3ccccc3)CC2)s1,0.1,22,9,-0.3
COc1ccc(C(=O)N/N=C(\C)CC(=O)Nc2cccc3c2CCCC3)cc1,0.0,-6,-30,1.2
CCN1C(=C2C(=O)c3ccccc3C2=O)Sc2ccccc21,0.1,4,-45,-1.0
COc1ccc(OC)c(C(O)c2coc3ccc(O)c(CN4CCOCC4)c23)c1 (configuration not stated),-0.1,-21,-6,-1.0
COc1ccc(C(=O)CSc2nc3ccccc3c(=O)n2-c2ccc(Cl)cc2)cc1,-0.2,-13,-3,-1.3
COc1ccc(F)cc1CN1CCN(c2c(CCC(C)C)c(C)c(C#N)c3nc4ccccc4n23)CC1,-0.1,1,15,-0.3
Cn1c(=Nc2ccccc2C(=O)O)ccc2ccccc21,-0.5,34,-8,-1.2
CCCCOC(=O)COc1ccc2c(-c3ccccc3)cc(=O)oc2c1C,0.0,-3,-3,-0.4
CCOC(=O)c1nn(CCO)c2c1CN(C1CCCC1)CC2,0.1,13,4,0.3
CS(=O)(=O)N1CC(c2nc(-c3ccccc3)no2)C1,0.0,11,8,0.0
Cc1nnc(N2C(=O)C(=O)/C(=C(/O)c3ccc(OC(C)C)cc3)C2c2cccs2)s1 (configuration not stated),-0.2,0,9,1.8
CCC(C)C(NS(=O)(=O)c1ccc(Cl)c(C(=O)O)c1)C(=O)O (configuration not stated),0.1,9,0,1.2
CCOC(=O)C1=C(C)N(c2ccc(OC)cc2)C(=O)/C1=C\c1cccc(OC)c1,0.1,11,-4,0.0
CN1C(=O)c2cccc(NC(=O)c3ccc(-c4ccccc4)cc3)c2C1=O,0.0,8,0,0.5
CCc1ccc(OCCNc2c([N+](=O)[O-])c(=O)oc3ccccc23)cc1,-0.2,2,7,1.4
Cc1ccc(C)c(-c2nnc(NC(=O)c3ccccc3S(C)(=O)=O)o2)c1,-0.6,-13,-3,0.5
CSCCC(NC(=O)c1ccc(C#CC(C)(C)O)cc1)C(=O)O (configuration not stated),0.3,9,10,3.4
COC(=O)[C@@H]1CCCN1Cc1ccc2c(c1)CN(Cc1coc3ccccc3c1=O)CCO2,0.4,13,0,-1.8
N=c1n(CCN2CCOCC2)c2ccccc2n1CC(O)c1ccco1 (configuration not stated),-0.1,6,4,-0.5
COc1cccc(-n2nnc3c(=O)n(CC(=O)Nc4c(C)cc(C)cc4C)cnc32)c1,-0.1,19,6,0.0
O=C(Nc1cccc(NC(=O)c2ccc(Br)cc2)c1)c1ccc(F)cc1,-0.1,11,-13,0.7
CCc1c(Nc2ccc(C)cc2C(=O)c2ccccc2)nc2ccc(C)cc2c1-c1ccccc1,-0.1,-2,1,0.8
CC1(C)CC(=O)C2=C(C1)OC1=C(C(=O)CC(C)(C)C1)C2c1ccc(OCc2ccc(F)cc2)cc1,0.0,-9,10,-1.0
Cc1cccc(NC(=O)COc2ccc(N3CC(C(N)=O)CC3=O)cc2)c1C (configuration not stated),0.3,5,-3,-0.9
COc1ccc(Cl)cc1C(=O)Nc1sc(C)c(C)c1C(N)=O,0.1,-2,-13,-0.1
Cc1cccc(C(=O)Oc2cccc(NC3=NS(=O)(=O)c4ccccc43)c2)c1,0.0,0,11,1.1
COc1ccc(-c2nc3ccc(C(=O)Nc4ccc(NC(C)=O)cc4)cc3s2)cc1,0.4,12,-37,-0.3
N#C/C(=C\c1ccccc1C(F)(F)F)C(=O)Nc1cc2c(cc1[N+](=O)[O-])OCCO2,-0.2,-4,1,-1.4
# Remaining list, next part
SMILES,FBW7 act,MITF inh,TEAD-YAP block,GPR151 ag
COc1ccccc1-c1nc2s/c(=C\c3ccccc3)c(=O)n2n1,0.0,8,6,3.6
COc1cccc(-c2ocnc2C(=O)NCc2cccnc2)c1,0.1,7,-3,3.5
CCCCOC(=O)c1nnsc1NC(=O)Nc1ccccc1,0.0,-4,2,-2.0
O=C1CCCN1C(=O)CSc1nnc2sc3ccccc3n12,0.1,-15,1,-1.2
Cn1c(=O)[nH]c(=O)c2c1nc(N1CCOCC1)n2Cc1ccc(F)cc1,0.1,2,-1,-0.7
COc1ccc(S(=O)(=O)N2CCN(c3ccccc3)CC2)cc1Cl,-0.2,2,1,3.6
COc1ccccc1C(=O)Nc1ccc(N2CCN(C(=O)C(C)C)CC2)cc1,0.3,1,12,-0.8
Brc1ccccc1OCCCCN1CCNCC1,-0.1,51*,-7,0.1
O=C(CC1C(=O)NCCN1Cc1cccc(F)c1)NCCCn1cccn1 (configuration not stated),0.2,14,-6,1.1
Cn1cccc1/C=N\NC(=O)c1cncc(Br)c1,0.0,16,-7,0.9
CCOC(=O)N1CCN(Cc2cc(=O)oc3ccc(OC)cc23)CC1,0.0,12,-23,14*
Cc1ccc2oc(=O)c3cnn(CC(=O)N4CCc5ccccc54)c3c2c1,-0.1,10,6,-0.2
Cc1cc(/C=N/NC(=O)CSc2ncccn2)c(C)n1-c1ccccc1Cl,0.0,6,-11,0.4
CC(OC(=O)C1=Cc2ccccc2OC1)C(=O)NC(C)(C)C (configuration not stated),0.2,-1,-1,1.9
Cc1ccc(-n2cc(-c3ccccc3)c3c(NCc4ccccc4)ncnc32)cc1,0.3,-2,12,0.1
CCOc1ccccc1NC(=O)C1CC=CCC1C(=O)O (configuration not stated),-0.1,1,9,1.1
NC(=NCCc1ccc(Cl)cc1)NS(=O)(=O)c1ccccc1,-0.1,8,-6,0.6
COc1ccc(NC(=O)CN2CCC(C)CC2)c([N+](=O)[O-])c1,-0.1,17,9,0.5
CCc1ccc(CN(C)C(=O)CC2C(=O)NCCN2Cc2ccoc2)cc1 (configuration not stated),-0.1,-13,-2,0.9
COc1ccc(-c2nc(P(=O)(OC)OC)c(NCc3ccccc3)o2)cc1OC,0.7,14,-3,-0.9
COCCNC(=O)Cc1ccc(NS(=O)(=O)c2ccccc2Cl)cc1,0.2,11,-1,0.5
FC(F)(F)c1cccc(CNc2nc(Nc3ccc(N4CCOCC4)cc3)nc3c2ncn3C2CCCCC2)c1,-0.1,18,-16,4.0
Cc1noc(C)c1-c1nc(NCCCN2CCCC2=O)c2[nH]cnc2n1,-0.1,13,-16,-1.2
COCCNC(=O)Cn1c(=O)n(-c2ccc(C)cc2)c(=O)c2oc3ccccc3c21,0.1,-13,7,-0.8
CC(c1nnnn1C1CCCCC1)N1CCN(C)CC1 (configuration not stated),-0.1,5,-1,1.8
Nc1nc2nc(N=Nc3ccc(S(=O)(=O)O)cc3)[nH]c2c(=O)[nH]1,-0.3,-1,2,1.7
CC1(C)NC(=O)N(CCOc2ccc(OCc3ccccc3)cc2)C1=O,0.0,6,-1,7.2*
CC(=O)N1c2ccccc2CCc2ccc(N)cc21,-0.1,-9,-4,0.7
COC(=O)c1ccc(NC(=O)c2ccc(Cl)c(Cl)c2)cc1,-0.1,-2,-36,4.0
O=C(Nc1cccc(-c2nc3ccccc3s2)c1)c1ccc([N+](=O)[O-])cc1,0.0,-14,-6,-0.6
COc1ccc(NC(=O)Nc2ccccc2C(N)=O)cc1OC,0.1,-7,-6,-3.1
COc1ccccc1CNC(=O)CNCCc1ccc(OC)c(OC)c1,0.0,13,0,0.1
Cc1ccc(Cn2ncc3c(NCCN4CCOCC4)ncnc32)cc1,-0.1,-11,0,-0.4
O=C(CSc1nnnn1-c1ccccc1)Nc1ccc(-c2ccc([N+](=O)[O-])cc2)cc1,0.0,16,8,1.4
CCCOC(=O)c1cccc(NC(=O)COc2ccc(C)cc2Br)c1,0.5,-5,92*,-0.6

# Entries above that have fluorine (11):
SMILES,FBW7 act,MITF inh,TEAD-YAP block,GPR151 ag
COc1ccc(C2CC(C(F)(F)F)n3nc(CO)c(Cl)c3N2)cc1OC (configuration not stated),0.0,-2,-4,-0.2
COc1ccc(-c2cc(C(F)(F)F)n3nc(C(=O)Nc4cc(OC)cc([N+](=O)[O-])c4)c(Br)c3n2)cc1,-0.1,-4,-11,2.1
Nc1nc2nc(-c3ccccc3)cc(C(F)(F)F)c2s1,0.1,12,-3,0.9
CC1=NN(C(=O)C2c3ccccc3Oc3ccccc32)C(O)(C(F)(F)F)C1 (configuration not stated),-0.2,-6,-1,1.0
COc1ccc(F)cc1CN1CCN(c2c(CCC(C)C)c(C)c(C#N)c3nc4ccccc4n23)CC1,-0.1,1,15,-0.3
O=C(Nc1cccc(NC(=O)c2ccc(Br)cc2)c1)c1ccc(F)cc1,-0.1,11,-13,0.7
CC1(C)CC(=O)C2=C(C1)OC1=C(C(=O)CC(C)(C)C1)C2c1ccc(OCc2ccc(F)cc2)cc1,0.0,-9,10,-1.0
N#C/C(=C\c1ccccc1C(F)(F)F)C(=O)Nc1cc2c(cc1[N+](=O)[O-])OCCO2,-0.2,-4,1,-1.4
Cn1c(=O)[nH]c(=O)c2c1nc(N1CCOCC1)n2Cc1ccc(F)cc1,0.1,2,-1,-0.7
O=C(CC1C(=O)NCCN1Cc1cccc(F)c1)NCCCn1cccn1 (configuration not stated),0.2,14,-6,1.1
FC(F)(F)c1cccc(CNc2nc(Nc3ccc(N4CCOCC4)cc3)nc3c2ncn3C2CCCCC2)c1,-0.1,18,-16,4.0

# Assay outcomes (PubChem BioAssay)
